GalR3 antagonist: human GalR3 antagonism; HEK293 GalR3-CNG cAMP membrane potential fluorescence; galR3 body fused to GalR1 C-terminus; AID 651719; inhibition, % at 3 µM; O60755; 360,000 compounds, 0.44% hits;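 active = inhibition above the screen-wide average plus 3 SD, cut at about 13% in these data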;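 also: forskolin and galanin both at EC90 stimulate the cells; cAMP rise reported by CNG channel membrane potential dye signal; 0% = forskolin plus galanin with DMSO and 100% = forskolin alone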
Target sequence (O60755 1-299 limits assumed): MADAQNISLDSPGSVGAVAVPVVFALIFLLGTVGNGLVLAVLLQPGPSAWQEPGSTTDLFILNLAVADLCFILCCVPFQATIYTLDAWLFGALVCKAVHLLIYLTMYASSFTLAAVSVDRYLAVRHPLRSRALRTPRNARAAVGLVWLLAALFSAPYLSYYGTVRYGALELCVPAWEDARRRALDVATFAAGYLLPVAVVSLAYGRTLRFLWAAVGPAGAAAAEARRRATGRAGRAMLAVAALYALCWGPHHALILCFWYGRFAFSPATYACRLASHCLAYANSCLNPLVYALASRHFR
OXTR ag: activates the human oxytocin receptor. P30559. CHO-OTR cells, Fluo-8 calcium fluorescence; normalized: DMSO 0%, oxytocin 100%. activation, % at 3 µM. 320,000 compounds, 0.32% hits. AID 2435;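 active = activation above the mean of all tested compounds plus 3 SD, cutoff set per screening run, cut at about 20% in these data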;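 also: peak over basal fluorescence ratio from a 100 s FLIPR kinetic read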
NALP1 yeast inh: NALP1 inhibition | S. cerevisiae NALP1/ASC/caspase-1 growth, X-gal OD620, 72 h | inhibition, % at 10 µM | 280,000 compounds, 0.61% hits; in the data active = inhibition mostly above about 24%, no sharp cut-off; inactive = mostly below about 32%; also: some compounds called inactive have numbers as strong as hits
MEKK2mut PB1 HTS: signal of MEK5 binding to mutant human MEKK2 PB1 domain | bead flow cytometry, Alexa488-MEK5 binding to MEKK2 mutant | percent response, % at 10 µM | 290,000 compounds, 0.35% hits | AID 1530; in the data active = percent response above about 24%, passing the limit was not always enough; also: inactives centre near 1; some results filed as inactive read as strong as hits; reference of the scale not given here
V1R ag counter: counter-screen for oxytocin receptor agonists: human V1a receptor agonists; CHO-V1R cells, Fluo-8 calcium fluorescence, agonist mode; 0% DMSO, 100% 3 nM vasopressin; 320,000 compounds, 0.25% hits; P37288; activation, % at 3 µM;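 active = activation above the mean activation of all tested compounds plus 3 SD, per screening run, cut at about 20% in these data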;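 also: signal is peak over basal fluorescence ratio across a 100 second FLIPR read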
Target sequence (P37288 whole entry, looked up): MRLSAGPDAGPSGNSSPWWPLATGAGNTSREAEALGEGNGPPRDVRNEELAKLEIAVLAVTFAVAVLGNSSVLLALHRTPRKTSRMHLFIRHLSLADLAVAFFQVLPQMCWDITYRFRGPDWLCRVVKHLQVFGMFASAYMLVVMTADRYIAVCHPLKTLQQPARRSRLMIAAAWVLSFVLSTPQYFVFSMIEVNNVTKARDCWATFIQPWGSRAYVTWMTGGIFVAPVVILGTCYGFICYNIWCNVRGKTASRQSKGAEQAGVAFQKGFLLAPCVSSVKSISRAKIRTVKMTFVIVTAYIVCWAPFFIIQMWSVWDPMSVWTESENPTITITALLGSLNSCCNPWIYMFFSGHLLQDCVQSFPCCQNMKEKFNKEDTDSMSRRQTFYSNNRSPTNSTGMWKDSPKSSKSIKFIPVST
M18AAP inhibitor: PfM18AAP enzyme inhibition; recombinant PfM18AAP, H-Glu-NHMec fluorogenic cleavage; 290,000 compounds, 1.2% hits; inhibition, % at 7.35 µM;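 active = inhibition above the campaign mean inhibition over all tested compounds plus 3 SD, cut at about 28% in these data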;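 also: 0% = plate median of test compound wells and 100% = 2 mM ZnCl2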
MEKK2wt PB1 HTS: raises or lowers MEK5 binding to wildtype human MEKK2 PB1 domain; Q9Y2U5; bead flow cytometry, Alexa488-MEK5 binding to MEKK2 WT; actives lie on both sides; binding response (% of control), % at 10 µM; 290,000 compounds, 1.1% hits; in the data active = binding response below about 67% or above about 130%
OXTR potentiator: potentiates the human oxytocin receptor response; P30559; CHO-OTR cells, Fluo-8 calcium fluorescence, potentiator mode; 0% = oxytocin EC15, 100% = EC100; activation, % at 3 µM; 320,000 compounds, 0.061% hits; AID 2445;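 active = activation above that plate's cutoff, the mean activation of tested compounds plus 3 SD, cut at about 6.6% in these data, passing the limit was not always enough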;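 also: 100% uses oxytocin at 75 nM as the full agonist control; some results filed as inactive read as strong as hits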
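test system = CHO-OTR cells, human receptor | compound = single-point 3.0 µM | schedule = 6 min compound pre-incubation at room temperature, 100 s kinetic read | signal = Fluo-8 no-wash calcium dye fluorescence, excitation 470-495 nm, emission 515-575 nm | repeats = single well per compound, singlicate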
GPR7 antagonist: blocks human GPR7 receptor signaling. P48145. GPR7-expressing cells, fluorescence antagonist assay. inhibition, % at 4.4 µM. 290,000 compounds, 1.1% hits. AID 1861; in the data active = inhibition above about 16%, passing the limit was not always enough;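 also: cells stimulated with the agonist NPW; 0% = agonist with vehicle and 100% = vehicle without agonist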
Target sequence (P48145 whole entry, looked up): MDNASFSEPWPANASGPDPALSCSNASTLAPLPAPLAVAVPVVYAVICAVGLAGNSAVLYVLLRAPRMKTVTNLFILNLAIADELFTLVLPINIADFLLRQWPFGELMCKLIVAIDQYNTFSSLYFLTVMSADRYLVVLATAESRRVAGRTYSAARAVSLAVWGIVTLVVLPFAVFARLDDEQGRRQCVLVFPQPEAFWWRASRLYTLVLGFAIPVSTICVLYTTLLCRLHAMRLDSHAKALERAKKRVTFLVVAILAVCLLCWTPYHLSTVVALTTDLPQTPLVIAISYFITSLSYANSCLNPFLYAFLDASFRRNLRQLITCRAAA
* hit, by the source's call; nt = no result given.

SMILES	GalR3 antagonist	OXTR ag	NALP1 yeast inh	MEKK2mut PB1 HTS	V1R ag counter	M18AAP inhibitor	MEKK2wt PB1 HTS	OXTR potentiator	GPR7 antagonist
COc1ccc(CNc2nc(NCc3ccc(OC)cc3)n(C(C)=O)n2)cc1	-9	-1.1	11	0	-1.1	-7	98	4	3
COc1ccc(/C(O)=C2\C(=O)C(=O)N(Cc3ccco3)C2c2ccc(OC)cc2OC)cc1 (stereo not drawn)	-3	-0.1	9	0	-1.2	8	105	-22	-7
O=C(NC(=S)NCC1CCCO1)c1ccco1 (stereo not drawn)	-3	0.9	-24	-6	0.0	2	96	-6	-5
Cc1ccc(C(C)C)cc1OCC(=O)NNC(=O)Nc1ccccc1	-7	-0.6	17	0	-0.3	-9	102	-6	13
COc1ccc(CC(=O)NCC(C)(C)N2CCOCC2)cc1	-5	1.1	4	15	0.7	7	106	-5	-2
CCOc1cc(C2C(C(=O)c3ccco3)=C(O)C(=O)N2CCc2ccccc2)ccc1O (stereo not drawn)	3	-1.1	-4	5	1.1	33*	107	-4	-13
Fc1ccc2c(Cl)c(-c3nnc(-c4cccs4)o3)sc2c1	-5	1.1	14	-5	-0.1	-3	93	2	-6
Fc1ccccc1NC(=S)NCc1ccccc1	-8	-1.4	8	8	0.6	3	109	-11	-14
Cn1c(CNC(=O)c2ccco2)nnc1SCC(=O)Nc1ccc(Br)cc1F	-10	-2.2	24	1	-0.5	4	97	-5	-4
Cc1ccc(S(=O)(=O)CCN2CCN(c3ccccc3)CC2)cc1	-9	-0.3	9	0	0.2	4	100	6	-16
CCOC(=O)c1ccc2c(c1)nc(-c1ccc(F)cc1)c1nccn12	4	0.8	37	-2	0.3	-3	96	-10	1
COc1ccc(CC2(CO)CCN(Cc3nc(C(C)C)cs3)CC2)cc1	-2	4.3	4	-6	6.1	-10	97	-19	25*
S=C1NCCOCCOCCOCCOCCNC(=S)N2CCOCCOCCN1CCOCC2	-3	-1.1	6	-8	0.1	1	89	-2	-12
Cc1cc(C)c(C#N)c(SCCS(=O)(=O)c2ccc(C(C)(C)C)cc2)n1	-5	0.6	9	4	1.3	-5	103	-11	-7
O=C1N=C(N2CCCCC2)S/C1=C\c1cn[nH]c1-c1ccccc1	-7	-0.6	36	0	-0.4	-2	103	-2	-8
CC(C)NC(=O)c1ccc2c(c1)N(CC(=O)N1CCOCC1)C(=O)C(C)(C)O2	-4	0.1	-2	-3	0.2	1	99	2	-7
Cn1nc(C(=O)Nc2cccc(S(N)(=O)=O)c2)c2ccccc2c1=O	5	-0.1	40*	0	0.5	0	96	-2	-14
COc1ccc(C2(c3ccc(OC)cc3)NC(=O)N(CC(=O)NC3CCS(=O)(=O)C3)C2=O)cc1 (stereo not drawn)	-2	3.0	nt	nt	0.2	nt	nt	-8	nt
CC(=O)c1ccc(NC(=O)C2CCCN(S(=O)(=O)c3cccc4nonc34)C2)cc1 (stereo not drawn)	nt	1.8	33	-5	1.4	-9	91	-14	-2
CCN(CC)CCn1c(=S)[nH]c2cc(Cl)ccc2c1=O	-5	-1.0	-13	8	0.5	0	106	-9	-7

Another view of part of the listing above.
SMILES | GalR3 antagonist | OXTR ag | NALP1 yeast inh | MEKK2mut PB1 HTS | V1R ag counter | M18AAP inhibitor | MEKK2wt PB1 HTS | OXTR potentiator | GPR7 antagonist
CCOc1cc(C2C(C(=O)c3ccco3)=C(O)C(=O)N2CCc2ccccc2)ccc1O (stereo not drawn) | 3 | -1.1 | -4 | 5 | 1.1 | 33* | 107 | -4 | -13
Fc1ccc2c(Cl)c(-c3nnc(-c4cccs4)o3)sc2c1 | -5 | 1.1 | 14 | -5 | -0.1 | -3 | 93 | 2 | -6
Fc1ccccc1NC(=S)NCc1ccccc1 | -8 | -1.4 | 8 | 8 | 0.6 | 3 | 109 | -11 | -14

Continued:
SMILES	GalR3 antagonist	OXTR ag	NALP1 yeast inh	MEKK2mut PB1 HTS	V1R ag counter	M18AAP inhibitor	MEKK2wt PB1 HTS	OXTR potentiator	GPR7 antagonist
CCC(=O)NC1OC(CO)C(O)C(O)C1O (stereo not drawn)	-5	0.1	7	-4	-0.1	-8	96	-7	0
NC(=O)N/N=C/c1ccc(-n2nncc2-c2ccc(Cl)cc2)cc1	-8	3.0	10	3	3.5	-1	105	-3	5
Cn1c(SCc2nc(-c3ccc(Cl)cc3)no2)nnc1-c1ccccc1	-3	3.4	1	2	3.7	1	97	-8	-12
N/C(CN1CCCC1=O)=N\OC(=O)c1ccc(Cl)cc1	-4	0.4	12	-2	0.9	-1	97	-2	-9
Oc1ccccc1-c1cc(C(F)(F)C(F)F)nc(-c2ccccc2)n1	-7	0.8	12	5	-0.4	-9	103	2	-2
CCCCOc1ccc(C(=O)NCC(=O)OCC(=O)N2CCN(S(=O)(=O)c3ccc(C)cc3C)CC2)cc1	-3	4.0	44	-1	7.6	-5	102	-5	-2
CCCCn1c(N)nc2ccccc21	-8	1.8	27	-1	2.6	-1	100	6	-4
O=C(O)CCCn1c(=O)c2cccn2c2ccc(F)cc21	-5	nt	-1	7	nt	6	100	nt	-17
CC(C(=O)Nc1ncccn1)(c1ccccc1)c1ccccc1	-8	-1.2	14	2	-0.7	-1	103	-8	-2
CC(C)(O)C#Cc1ccc(CN2CCCC(CO)(Cc3cccc(Cl)c3)C2)cc1 (stereo not drawn)	-5	1.5	26	-14	8.5	-1	115	-16	15
Cc1cc(NC(=O)CSc2nc(-c3ccccc3)cs2)no1	-5	-2.9	10	4	1.0	-2	103	-12	-14
N#CNC(=Nc1ccc(F)cc1)SCc1ccccc1	-2	-0.7	32	4	0.9	-8	111	-12	-7
COc1ccccc1C(=O)N/N=C/C(C)=C/c1ccccc1	-9	-1.4	12	5	0.0	0	109	-4	-6
O=C1CCCN1CCCNc1nc2c(S(=O)(=O)c3ccc(Br)cc3)nnn2c2ccccc12	3	0.4	16	-1	-0.1	4	101	0	-5
Cc1ccc2nc(-c3ccc(NC(=O)COC(=O)c4ccco4)cc3)sc2c1	-2	0.7	13	8	0.2	-4	101	-1	-6
CCCN1C(=O)COc2ccc(-c3n[nH]c(=O)c4ccccc34)cc21	9	-0.5	-1	11	1.6	5	108	-13	-15
CC1(C)O[C@@H]2[C@H](O1)[C@@H](CO)O[C@H]2n1cnc2c(=O)[nH]cnc21	0	1.3	nt	nt	0.6	nt	nt	-5	nt
NC(=O)C1CCN(CC(=O)Nc2ccccc2C(=O)NC2CC2)CC1	-6	1.6	nt	nt	-0.1	nt	nt	1	nt
CCCCc1nc(N)c(C#N)c(-c2ccco2)c1CCC	-6	-0.6	24	1	-0.4	3	101	-4	-13
C=CCN1C(=O)C2(C(C(=O)c3ccc(C)o3)=C(O)C(=O)N2CCCN2CCOCC2)c2ccccc21 (stereo not drawn)	-4	1.1	1	2	0.3	-2	98	-22	-1
CCOc1ccc(N/C(=C(/C(Cl)=C(Cl)Cl)[N+](=O)[O-])n2cncn2)cc1	nt	-0.2	1	5	1.0	78*	107	-2	-6
COc1cccc(OCC(=O)NNC(=O)c2cccs2)c1	-2	0.1	9	5	0.0	9	101	-12	-14
Nc1nonc1-n1nnc(C(=O)N/N=C/c2cccc(Cl)c2)c1-c1cccs1	-7	3.3	22	-1	5.0	3	99	-10	-8
C=CCn1c(/N=C/c2ccc(N(C)C)cc2)nc2ccccc21	0	-0.1	-2	3	-0.4	-4	103	3	9
O=C(/C=C/c1ccc(S(=O)(=O)N2CCOCC2)cc1)NCc1ccc(Cl)cc1	1	2.8	28	-1	6.4	-3	97	-6	-6
O=c1ccc(S(=O)(=O)N2CCC(Cc3ccccc3)CC2)c[nH]1	-1	4.7	4	3	5.8	-3	102	-19	14
CC(NC(=O)c1ccc(Br)cc1)C(=O)NC1=NCCS1 (stereo not drawn)	1	-0.4	25	-5	0.6	-2	108	-3	-8
O=C(CCNC(=O)c1ccc(Br)cc1)Nc1cccc(S(=O)(=O)N2CCCCC2)c1	-3	-1.7	nt	nt	-1.8	nt	nt	-15	nt
CC1(C)Cc2c(cnn2-c2ccc(F)cc2)C(NC(=O)CCN2CCCC2=O)C1 (stereo not drawn)	-7	-0.7	6	-2	0.2	-3	104	-3	0
O=C1NC(NS(=O)(=O)c2ccc(Cl)cc2)(C(F)(F)F)C(=O)N1c1ccccc1 (stereo not drawn)	-5	-1.2	13	-2	0.7	2	99	-4	-1
O=C(COc1ccccc1)NC(NC(=S)Nc1ccccc1O)C(Cl)(Cl)Cl (stereo not drawn)	-1	2.6	3	1	0.9	-27	98	-22	-1
Cc1cc(NC(=O)Cc2cccs2)no1	-2	-0.2	29	nt	1.6	-3	nt	-19	-11
CC(=O)Nc1ccc(NC(=O)c2c([N+](=O)[O-])c(C(C)(C)C)nn2C)cc1	-6	3.0	-1	-5	2.4	3	97	-6	-14
COCCNC(=O)Cn1cnc2c(cnn2-c2ccc(C)cc2)c1=O	-10	-1.1	-6	4	-0.1	-5	105	-5	-11
O=C(COC(=O)CCc1c[nH]c(=O)[nH]1)Nc1ccccc1	-3	0.5	0	-1	0.1	6	101	-12	0
COc1cc(OC)c(OC)cc1CN1CCN(Cc2cccn2C)CC1	-3	-0.2	35	3	-1.2	7	103	1	12
O=C(O)c1ccc(S(=O)(=O)c2ccc(Sc3ccc(C(=O)O)c(C(=O)O)c3)cc2)cc1	-2	-0.1	2	-1	0.7	0	98	-5	-9
CCN(CC(=O)Nc1c(F)cccc1F)C(=O)Cc1ccc2c(c1)OCCO2	-7	1.4	nt	nt	0.3	nt	nt	2	nt
CN(C(=O)Cc1ccccc1)n1cnnc1	-3	-0.4	10	5	1.3	2	100	2	-8
CCc1ccc(NC(=O)[C@H](Cc2ccccc2)NC(=O)C2CCN(C(=O)[C@@H](N)CC(C)C)CC2)cc1	-2	-0.9	14	7	-0.1	-3	116	-3	13
Cc1nc(CCNC(=O)C2CCC(=O)N(Cc3cccc(F)c3)C2)sc1C (stereo not drawn)	-6	0.5	-9	2	0.1	-2	103	1	-12
Cc1ccc(NC(=O)NCCCl)cc1S(=O)(=O)N1CCOCC1	-8	-0.4	-6	4	1.3	0	101	2	-8
CCOc1ccc(NC(=O)Cn2cncc2-c2ccc([N+](=O)[O-])cc2)cc1	4	-0.7	28	18	0.3	7	112	-9	19
CC1NC(=O)NC1CCCCCC(=O)Nc1ccc(F)c(Cl)c1 (stereo not drawn)	2	1.2	-12	-8	-0.2	-19	98	-17	10
Fc1ccc2c(c1)C(c1ccc(N3CCOCC3)cc1)=NNC(c1cccs1)=N2	nt	0.6	34	-4	-0.4	-7	97	2	-4
CCNC(=S)N1CCN(CCN=CC2=C(O)CC(c3ccco3)CC2=O)CC1 (stereo not drawn)	-2	1.3	1	2	1.1	11	101	2	9
Cc1cc(C)cc(CC2CC(=O)N(c3cc(C)on3)C2=O)c1 (stereo not drawn)	-3	-0.1	4	1	-0.8	2	100	5	-1
C/C(=N\Nc1nc(N2CCCCC2)nc(N2CCOCC2)n1)c1cccs1	4	-2.6	11	-2	-1.2	-8	101	-4	-6
CCOC(=O)c1ccc(NC(=O)c2ccc(NS(C)(=O)=O)cc2)cc1	-2	3.4	-2	-1	3.0	-6	97	-4	-7
CCCC(CCC)c1nc2ccncc2[nH]1	-2	1.5	51	-5	3.0	0	91	2	-12
COc1ccc(C2/C=C\CN(Cc3ccncc3)CC(=O)N2Cc2ccc(F)cc2)cc1 (stereo not drawn)	-1	0.2	8	4	-1.3	nt	105	-7	nt

Screens (PubChem)
